Assay outcomes: PubChem, National Center for Advancing Translational Sciences (NCATS)
FEN1 inh: inhibitors of human flap endonuclease 1 | Potency, µM (top dose mostly 114 µM), inactives show at the top dose activity change, negative = inhibition, hits mostly inhibitors | P39748 | hit rate 0.35% among 390,000 | Recombinant FEN1 flap cleavage, fluorescence, 15 min; also: nearly all actives have a fitted effect of over 65% in size
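Compounds are tested as a concentration series against 10 nM FEN1; after a 15 min room-temperature preincubation, 50 nM substrate starts cleavage, with plate reads at 0 and 15 min. Normalized responses are fitted by a Hill equation.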
GCN5L2 inh: GCN5L2 (KAT2A) acetyltransferase inhibition; Q92830; GCN5L2 HAT assay, ThioGlo1 CoA-SH fluorescence; Potency, µM (titrated, usually from 58.9 µM), inactives show at the top dose activity change, negative = inhibition, usual class: inhibitors; hit rate 0.21% among 390,000
Target sequence (Q92830 whole entry, looked up): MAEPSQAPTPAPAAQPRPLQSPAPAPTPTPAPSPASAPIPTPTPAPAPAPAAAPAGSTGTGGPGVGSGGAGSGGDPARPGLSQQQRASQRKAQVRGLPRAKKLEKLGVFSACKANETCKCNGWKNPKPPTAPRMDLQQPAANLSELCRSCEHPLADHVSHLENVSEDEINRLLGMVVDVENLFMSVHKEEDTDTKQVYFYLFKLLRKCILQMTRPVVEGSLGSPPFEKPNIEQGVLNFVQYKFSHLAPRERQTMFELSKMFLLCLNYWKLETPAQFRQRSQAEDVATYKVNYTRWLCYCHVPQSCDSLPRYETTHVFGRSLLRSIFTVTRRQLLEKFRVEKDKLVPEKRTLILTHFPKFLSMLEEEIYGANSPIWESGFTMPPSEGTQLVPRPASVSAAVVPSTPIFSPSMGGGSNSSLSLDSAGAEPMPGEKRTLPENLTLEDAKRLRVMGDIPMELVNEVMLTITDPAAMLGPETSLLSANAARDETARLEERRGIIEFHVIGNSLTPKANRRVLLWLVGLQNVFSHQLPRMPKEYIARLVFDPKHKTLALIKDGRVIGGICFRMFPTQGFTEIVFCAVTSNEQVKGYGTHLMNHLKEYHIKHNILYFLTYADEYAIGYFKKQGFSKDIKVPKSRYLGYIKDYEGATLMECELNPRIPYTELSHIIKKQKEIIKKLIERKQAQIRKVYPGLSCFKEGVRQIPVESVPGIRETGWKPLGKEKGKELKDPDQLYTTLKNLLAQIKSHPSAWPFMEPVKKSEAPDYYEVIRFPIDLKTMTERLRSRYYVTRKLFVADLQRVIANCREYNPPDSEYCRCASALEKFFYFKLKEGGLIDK
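Titration-based screen in which CoA formation is detected via maleimide probe ThioGlo1 (50uM) turning fluorescent on thiol reaction; substrates H3(1-25) 75uM and acetyl-CoA 70uM, GCN5L2 20nM, 20 min incubation at room temperature.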
N370S GC: inhibitors or activators of N370S glucocerebrosidase for Gaucher disease | P04062 | N370S GC spleen homogenate, 4MU-glucoside fluorescence | Potency, µM (series often up to 59.4 µM), without a hit: top-dose activity change, negative = inhibition, hits mostly inhibitors | hit rate 0.092% among 330,000 | AID 2101;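 also: 0% = full enzyme activity and -100% = no enzyme basal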
An asterisk follows results filed as active; ? = inconclusive; / = not tested or not shown; & = joins results of further samples; [ ] = remark or other dose. Calls follow the shape of the dose curve; as a rule, active = well fitted curve in the direction sought with a large enough effect; inconclusive = small, poorly fitted or top-dose-only effect, or another doubt; inactive = no such curve, though single readings can be large; an effect the other way counts as inactive or inconclusive. Unless noted, % is scaled to controls: 0 for no effect and ±100 for the full control effect; potency is read from the fitted curve at half-maximal effect.

structure,FEN1 inh,GCN5L2 inh,N370S GC
COc1cc(C(C)=O)ccc1COc1ccc(C(=O)OCC(N)=O)cc1OC,3%,-4%,1%
CCOC(=O)c1sc(NC(=O)CSc2nnnn2-c2ccccc2)c(C(=O)OCC)c1C,1%,-6%,-2%
CCN1CCN(C(=O)CCN2C(=O)c3ccccc3S2(=O)=O)CC1,-12%,-5%,-11%
COc1ccccc1NC(=O)Cn1cc(S(=O)(=O)Cc2ccccc2)c2ccccc21,9%,?,/
CC(NC(=O)COC(=O)/C=C/c1cccc(F)c1)c1ccccc1 (stereo not drawn),-8%,1%,/
COc1ccc(Cl)cc1C(=O)NCCN(C)C,-3%,-1%,5%
C/C(Cn1ncc(N2CCOCC2)c(Cl)c1=O)=N\O,18%,-1%,0%
CCc1nc2ccc(C(=O)O)cc2nc1CC,-4%,0%,4%
N#C/C(=C\c1ccncc1)c1nc2ccccc2o1,-3%,-2%,7%
CC(C)c1nnc(NC(=O)c2nc(S(=O)(=O)Cc3ccccc3F)ncc2Cl)s1,-3%,4%,-7%
COc1ccc2[nH]c3c(=O)n(CCCCCC(=O)NCCC(C)C)c(=S)[nH]c3c2c1,-1%,-7%,4%
O=C(O)c1ccc(Cn2cc(C(F)(F)F)ccc2=O)cc1,23%,-2%,1%
Cc1ccc(OCC(=O)N2CCN(c3ccc([N+](=O)[O-])c(N4CCOCC4)c3)CC2)cc1,-4%,?,-15%
COc1ccc(C(=O)N2CCc3cc(OC)c(OC)cc3C2c2cccc([N+](=O)[O-])c2)cc1 (stereo not drawn),/,0%,-1%
CC1CCN(S(=O)(=O)c2ccc(NC(=O)CN3CCN(C)CC3)cc2)CC1,-2%,-2%,0%
Nc1sc2c(c1C(=O)c1ccccc1)CCCC2,-9%,-4%,6%
CC(C)C(=O)OC1=CN(Cc2ccccc2)S(=O)(=O)c2ccccc21,4%,-19%,/
Cc1cccc(C(=O)N[C@@H](C)C(=O)N2CCN(c3ncccn3)CC2)c1,3%,0%,/
Nc1nc(CN2CCCCCC2)nc(Nc2ccc(F)cc2)n1,-18%,0%,11%
O=c1c2ccccc2[nH]c(=S)n1C1CCCCC1,-9%,-4%,-2%
O=C(N=Nc1c(O)[nH]c2ccccc12)c1cc(-c2ccc(F)cc2)n[nH]1,-5%,1%,4%
COC(C(=O)N1CCC(n2nccc2NC(=O)C2CC2)CC1)c1ccccc1 (stereo not drawn),18%,-5%,0%
CCn1nc(C(=O)Nc2ccc(C)c(C)c2)c(Cl)c1Cl,-3%,-11%,0%
COc1cc(OC)c(C(=O)NC2CCCCCC2)cc1OC,9%,0%,14%
COc1ccc(OC)c(NC(=O)Cc2cccs2)c1,-2%,-4%,11%
COc1ccc(-c2csc(NC(=O)c3cc(C)oc3C)n2)cc1OC,-12%,-10%,-9%
CC(=O)N1c2ccc(S(=O)(=O)N3CCCC(C(=O)Nc4ccc(F)cc4)C3)cc2CC1C (stereo not drawn),1%,-10%,-6%
Cn1c(SCC(=O)Nc2cccc(Br)c2)nnc1-c1cc2ccccc2o1,-4%,1%,-5%
Cc1ccc(NC(=O)Nc2nnc(N(C)C3CCCCC3)s2)c(Cl)c1,-22%,-5%,/
O=C(COC(=O)c1ccc(Br)o1)NCc1ccc(Cl)cc1,7%,-1%,/
C=C(C)c1ccc(C(C)(C)NC(=O)N(Cc2ccccc2)Cc2ccco2)cc1,-2%,0%,5%
C[C@@H]1C[C@H]2[C@@H]3CCC4=CC(=O)C=C[C@]4(C)[C@@]3(F)[C@@H](O)C[C@]2(C)[C@@]1(O)C(=O)CO,-4%&-4%,1%&2%&47%&-10%,1%&-26%&1%&-2%
S=c1[nH]nc(-c2ccco2)n1/N=C/c1ccccn1,/,-3%,-4%
O=C(Nc1ccc(NC(=O)c2cccs2)cc1)c1ccccc1,4%,-16%,-4%
COc1ccc(S(=O)(=O)NCCc2csc(-c3ccc(F)cc3)n2)cc1,-1%,-12%,/
O=S(=O)(NC1CCCCC1N1CCC(O)CC1)c1ccccc1 (stereo not drawn),15%,0%,2%
COc1ccccc1CNC(=O)c1n[nH]c2ccccc12,-2%,-3%,8%
CC1=C(C(=O)Nc2ccccc2C)C(c2ccc(C)o2)n2c(s/c(=C/c3ccccc3)c2=O)=N1 (stereo not drawn),0%,-3%,1%
O=C(CSc1nnc(-c2cccnc2)n1CCc1ccccc1)N1CCCCC1,-4%,13%,?
Cc1nn(Cc2ccc(F)cc2)c2sc(C(=O)Nc3nccs3)cc12,0%,-9%,-2%
Cc1ccc(S(=O)(=O)c2nc(-c3ccc(F)cc3)oc2N2CCN(c3ccccc3)CC2)cc1,-10%,-2%,/
CCN(CC(=O)Nc1c(F)cccc1F)C(=O)CCCc1nc2ccccc2c(=O)[nH]1,-3%,-5%,-9%
CCN(C(=O)COC(=O)Cn1c(C)csc1=O)c1c(N)n(Cc2ccccc2)c(=O)[nH]c1=O,0%,-3%,-5%
Cc1ccc(C(CC(=O)O)Nc2nc(N3CCOCC3)nc(N3CCOCC3)n2)cc1 (stereo not drawn),-2%,-4%,-3%
CC(c1ccco1)N(C(=O)C12CC3(C)CC(C)(CC(C)(C3)C1)C2)c1ccccn1 (stereo not drawn),-18%,-23%,4%

Part of the list above in a different format.
CCOC(=O)c1sc(NC(=O)CSc2nnnn2-c2ccccc2)c(C(=O)OCC)c1C
  FEN1 inh = 1%
  GCN5L2 inh = -6%
  N370S GC = -2%
CC(=O)N1c2ccc(S(=O)(=O)N3CCCC(C(=O)Nc4ccc(F)cc4)C3)cc2CC1C (stereo not drawn)
  FEN1 inh = 1%
  GCN5L2 inh = -10%
  N370S GC = -6%

The main list resumes, repeating the three entries before the break.
structure,FEN1 inh,GCN5L2 inh,N370S GC
CCN(C(=O)COC(=O)Cn1c(C)csc1=O)c1c(N)n(Cc2ccccc2)c(=O)[nH]c1=O,0%,-3%,-5%
Cc1ccc(C(CC(=O)O)Nc2nc(N3CCOCC3)nc(N3CCOCC3)n2)cc1 (stereo not drawn),-2%,-4%,-3%
CC(c1ccco1)N(C(=O)C12CC3(C)CC(C)(CC(C)(C3)C1)C2)c1ccccn1 (stereo not drawn),-18%,-23%,4%
Cc1cc(F)ccc1NCc1ccncc1,-13%,-6%,-5%
COc1ccc(NC(=O)Cc2c[nH]c3ccccc23)cc1S(=O)(=O)N1CCCCC1,-6%,-2%,3%
CC1=NCCN1CCNC(=O)Nc1ccc(F)cc1,-18%,-2%,-3%
CC1CCCCC1NC(=O)C1CCN(S(=O)(=O)N2CCOCC2)CC1 (stereo not drawn),-14%,-6%,-8%
Cc1ccc(CNC(=O)c2ccc(NC(=O)N3CCSc4ncccc43)cc2)cc1,0%,-2%,/
O=S1(=O)CCOC[C@H](CC2CCCCC2)N1Cc1ccc(Cl)cc1,-9%&-10%,-14%,14%
Cn1c(=O)c(-c2ccc(Cl)cc2)nc2cnc(Oc3cccc(Cl)c3)nc21,/,-11%,14%
O=C(CCn1c(=O)c2ccccc2n(Cc2cccnc2)c1=O)NCc1ccc2c(c1)OCO2,3%,-15%,1%
S=c1[nH]c(-c2ccccc2)cn1/N=C/c1cccc2ccccc12,0%,-5%,20%
Cc1ccc(C2C(C(=O)c3cc4ccccc4o3)=C(O)C(=O)N2CCN2CCOCC2)o1 (stereo not drawn),0%,1%,-11%
CCC(Br)C(=O)Nc1ccc(OC)cc1 (stereo not drawn),0%,-5%,-3%
Cc1ccc(C(=O)N2CCN(c3ccc(NC(=O)c4cccnc4Cl)cc3)CC2)cc1,-12%,-5%,-6%
N#CCSc1nnc2ccc3ccccc3n12,-3%,-7%,-13%
O=[N+]([O-])c1ccccc1Oc1ccc(S(=O)(=O)N2CCOCC2)cc1,7%,-4%,/
O=C1CC(c2ccccc2)Sc2ccccc2N1Cc1ccc(F)cc1 (stereo not drawn),5%,-7%,/

New compounds follow.
Results follow in this order: FEN1 inh, GCN5L2 inh, N370S GC
- CCCn1c(N)c(N(CCOC)C(=O)COC(=O)CSc2cc(C)c3ccccc3n2)c(=O)[nH]c1=O
    -9%, 1%, -1%
- O=C1C2ON(c3ccccc3)C(c3ccccn3)C2C(=O)N1c1ccc(Br)cc1 (stereo not drawn)
    -3%, -10%, 15%
- COc1ccc(NC(=O)COC(=O)c2ccc(Br)o2)cc1OC
    6%, 2%, 3%[2.35 µM]
- O=c1[nH]c2ccccc2c2nc3ccccn3c12
    ?, 0%, -1%
- COc1ccc(C2C(C(=O)c3ccco3)=C(O)C(=O)N2CC2CCCO2)cc1OC (stereo not drawn)
    -5%, -9%, -10%
- Cc1ccc(NC(=S)N2CCC(NC(=O)c3ccc(F)cc3)CC2)cc1
    1%, 1%, -6%
- COc1cccc(C(CC(=O)NCc2ccco2)NS(=O)(=O)c2ccc(C)cc2)c1OC (stereo not drawn)
    8%, -19%, 6%
- O=C(CNCc1ccccc1)Nc1ccc(F)cc1
    -5%, -16%, 22%
- CCC(O)C1CCN(Cc2cn(Cc3ccccc3)nc2-c2cc3ccccc3o2)CC1 (stereo not drawn)
    -12%, -6%, 6%
- O=C(NCCN1C(=O)CSC1=O)C1CC(=O)N(c2ccccc2)C1 (stereo not drawn)
    7%, -2%, 19%
- O=C(O)c1cccnc1SCC(=O)N1CCCCCC1
    -4%, 19%, -2%
- CCCn1nnc(NC(=O)COc2ccccc2Cl)n1
    -4%, -3%, 2%
- O=C(C(c1ccccc1)c1ccccc1)N1CCN(Cc2ccco2)CC1
    -1%, -4%, -3%
- Cc1ccc2nc(SCC(=O)Nc3cc(C)on3)[nH]c2c1
    -4%, 1%, 6%
- COc1ccc(/C=N/NC(=O)Nc2nonc2N)cc1
    -12%, 1%, 7%
- COc1ccc(/C(C)=N/Nc2ccc(C(=O)O)cc2)cc1OC
    5%, -16%, 3%
- CCN1CCN(C(=O)C2CC(c3ccc(F)cc3)=NO2)CC1 (stereo not drawn)
    23%, -9%, -19%
- O=C1/C(=C/c2cccnc2)Sc2ccccc21
    5%, -8%, 6%
- Cc1ccccc1NC(=O)Nc1ccccc1N1CCCCC1
    12%, -14%, 13%
- Cc1cc(C(=O)Nc2ccc(Br)cn2)sc1C
    -7%, -7%, /
- Cc1ccsc1C(=O)OCC(=O)Nc1c(Cl)cccc1C(F)(F)F
    -3%, 0%, 4%
- Cc1nn(C)c(C)c1S(=O)(=O)N1CCC(C(=O)NCC2COc3ccccc3O2)CC1 (stereo not drawn)
    20%, -4%, 3%
- O=C(NC(=S)Nc1ccc2[nH]ncc2c1)c1ccccc1
    -2%, -3%, -4%
- Cc1cc(C)n2nc(SCC(=O)N3CCCC(C)C3)nc2n1 (stereo not drawn)
    -3%, -2%, /
- Cc1cc(C)c2cc(CN(CC3CCCO3)S(=O)(=O)c3ccc4c(c3)OCCO4)c(=O)[nH]c2c1 (stereo not drawn)
    10%, -5%, ?
- Cc1nn(-c2ccccc2)c(C)c1C(=O)OCC(=O)Nc1ccc2c(c1)OCO2
    -13%, -7%, -3%
- O=C(Nc1ccccc1)N1CCCC(CNS(=O)(=O)Cc2ccccc2)C1 (stereo not drawn)
    -4%, 0%, 1%
- Cc1noc(C)c1CSc1ncnc2sc3c(c12)CCC(C)C3 (stereo not drawn)
    /, -5%, ?
- O=C1CC(c2cc([N+](=O)[O-])ccc2Cl)c2c(ccc3ccccc23)N1 (stereo not drawn)
    3%, -5%, 2%
- CC(=O)CSc1nc2c(c(=O)[nH]c(=O)n2C)n1Cc1cccc(Br)c1
    0%, -7%, 9%
- Cc1nnc(N2CCC(C(=O)NC(C)C)CC2)c2nn(-c3ccc(Cl)cc3)c(C)c12
    -12%, -3%, /
- CC(C)C(=O)N1CCC(c2nc(-c3ccc(S(=O)(=O)N4CCN(C)CC4)cc3)no2)CC1
    -6%, 2%, 9%
- COCCn1c(SCC(=O)c2cc(C)n(C)c2C)nc2ccccc2c1=O
    1%, -11%, 16%
- CN(C)c1ccc(C(=C2C=CC(=[N+](C)C)C=C2)c2ccc(N(C)C)cc2)cc1
    40µM*, -20%&-19%, 3.2µM*
- CCCCn1c(SCC(=O)NC2CCS(=O)(=O)C2)nnc1-c1ccc(OC)cc1 (stereo not drawn)
    2%, 0%, -2%
- Nn1c(Cc2ccc(F)cc2)n[nH]c1=S
    -1%, -2%, -2%
- COc1cc(Cl)c(CC(=O)c2c[nH]c3ccccc23)cc1OC
    15%, 9%, 6%
- Cc1cc(NC(=O)COc2ccc(C)c(C)c2)no1
    -8%, 2%, 9%
- CCCc1cnc2c(c1SCc1cccc(F)c1)c(=O)n(C)c(=O)n2C
    12%, -9%, /
- CCS(=O)(=O)N1Cc2ccccc2CC1C(=O)Nc1ccc(OC)cc1 (stereo not drawn)
    -11%, 2%, -3%
- C=C(C)c1cccc(C(C)(C)NC(=O)NCCN(CC)CC)c1
    -12%, -4%, -2%
